uPA generation = inhibitors of cell surface uPA generation; Potency, µM (series often up to 38.3 µM), inactives show at the highest dose activity change, negative = inhibition, most hits filed as inhibitors; actives 0.31% (n = 330,000); cell surface uPA generation assay, qHTS; AID 540303; active = well fitted inhibition curve with a large enough effect; inconclusive = small, poorly fitted or top-dose-only effect; inactive = no such curve, though single readings can be large or run the other way; tested in mouse RAW 264.7 cells; also: % is scaled to controls: 0 for no effect and ±100 for the full control effect; nearly all actives have a fitted effect of over 55% in size
NPC1 prom act = activators of NPC1 promoter; AID 485313; Potency, µM (highest dose often 9.22 µM), for inactives: at the highest dose activation, actives largely listed as activators; actives 2.4% (n = 320,000); Huh7 NPC1 promoter luciferase reporter, 24 h;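 also: % of control where 0% means no effect; nearly all actives have a fitted effect of over 60% in size; reporter is driven by a mutant NPC1 promoter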
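Readout is luciferase luminescence, reflecting NPC1 promoter activation in stably transfected Huh7 cells after 24 h compound exposure at 37 °C in reduced-serum medium with 10% FBS.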
RORg inh = blocks mouse ROR gamma transcriptional activity; actives 5.4% (n = 310,000); Potency, µM (highest dose often 53.6 µM), for the others: at the top dose activity change, negative = inhibition, usual class: inhibitors; Drosophila S2 Gal4-RORgamma UAS-luciferase reporter, 20 h; also: % is scaled to controls: 0 for no effect and ±100 for the full control effect; nearly all actives have a fitted effect of over 60% in size
Target sequence (P51450 whole entry, looked up, the tested form may be a part): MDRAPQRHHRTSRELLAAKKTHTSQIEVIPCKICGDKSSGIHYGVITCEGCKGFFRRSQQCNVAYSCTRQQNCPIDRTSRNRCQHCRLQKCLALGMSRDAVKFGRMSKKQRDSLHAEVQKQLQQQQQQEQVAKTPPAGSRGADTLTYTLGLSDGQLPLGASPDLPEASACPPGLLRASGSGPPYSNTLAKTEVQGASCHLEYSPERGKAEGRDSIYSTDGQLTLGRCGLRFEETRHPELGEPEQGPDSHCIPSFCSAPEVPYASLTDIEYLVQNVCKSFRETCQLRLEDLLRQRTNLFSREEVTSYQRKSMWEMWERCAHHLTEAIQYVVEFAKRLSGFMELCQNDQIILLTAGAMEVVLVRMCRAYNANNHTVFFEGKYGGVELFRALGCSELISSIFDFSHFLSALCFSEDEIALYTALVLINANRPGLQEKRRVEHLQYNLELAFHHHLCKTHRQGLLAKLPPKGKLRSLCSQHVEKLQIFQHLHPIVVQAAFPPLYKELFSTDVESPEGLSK
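Read-out: Photinus luciferase luminescence; inhibitors lower reporter signal. Insect Schneider cells with Gal4-ROR gamma fusion under metallothionein promoter, UAS reporter; 700 uM final copper sulfate induction, 20 hr, ambient temperature.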
BRCA1 expr up = increases BRCA1 expression; MCF7-BRCA1-FFLuc reporter, luminescence, 48 h; response scale: scaled: vehicle 0%, 10 µM genistein 100%; Potency, µM (titrated, usually from 46.1 µM), for inactives: top-dose activation, usual class: activators; actives 1.1% (n = 380,000); also: nearly all actives have a fitted effect of over 80% in size; some results filed as inactive show a strong effect at the top dose
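48 h compound treatment of MCF7-BRCA1-FFLuc cells (phenol-red free MEM, 37 °C), then 15 min with luciferase substrate and luminescence imaging.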
Rab9 promoter act = activators of Rab9 promoter | Potency, µM (titrated, usually from 9.22 µM), for inactives: top-dose activation, negative = inhibition, actives largely listed as activators | AID 485297 | Huh7 Rab9 promoter-luciferase reporter, luminescence, 24 h | actives 2.8% (n = 320,000); also: % of control where 0% means no effect; nearly all actives have a fitted effect of over 60% in size
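Luciferase signal after 10 min detection reagent at ambient indicates Rab9 promoter upregulation; stably transfected Huh7 cells were treated 24 h with compound in DMSO at 37 °C, 5% CO2.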
VP16 counter = counter-screen for ROR gamma inhibitors: Gal4-VP16 reporter; Drosophila S2 Gal4-VP16 UAS-luciferase, luminescence, 20 h; AID 2546; actives 3.5% (n = 310,000); Potency, µM (highest dose often 53.6 µM), for the others: at the top dose activity, negative = inhibition, usual class: inhibitors;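 also: Gal4-VP16 expression switched on by copper sulfate through the metallothionein promoter; % is scaled to controls: 0 for no effect and ±100 for the full control effect; nearly all actives have a fitted effect of over 50% in size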
ELG1 genotox = inducers of genotoxicity in HEK293T ELG1-luciferase cells; HEK293T ELG1-luciferase reporter, luminescence, 16 h; Potency, µM (titrated, usually from 46 µM), for inactives: at the highest dose activity change, positive = activation, actives largely listed as activators; actives 1.3% (n = 330,000); also: % of control where 0% means no effect; nearly all actives have a fitted effect of over 60% in size
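After overnight (16 hr) compound treatment at 37 °C, ELG1-luciferase HEK293T cells were lysed with ONE-Glo; luminescence quantified 30 min later at room temperature.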
FLuc counter = firefly luciferase modulation, counter-screen for miR-21 project. Potency, µM (highest dose often 57.5 µM), for the others: at the highest dose activity change, negative = inhibition, most hits filed as inhibitors. P08659. actives 6.9% (n = 360,000). purified FLuc, Km substrates, luminescence inhibition. AID 588342;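 also: plate controls were vehicle for no effect and reference inhibitor for full effect; nearly all actives have a fitted effect of over 55% in size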
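Biochemical qHTS of compounds, final roughly 60 µM downward over six points, against 10 nM purified firefly luciferase using Km concentrations of substrates (10 uM D-luciferin, 10 uM ATP) in Tris acetate pH 7.5 buffer; luminescence output.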
MBNL1 CUG block = MBNL1-poly(CUG) RNA binding inhibition | Q9NR56 | TR-FRET MBNL1-His/biotin-(CUG)12 binding, 665/545 ratio | Potency, µM (top dose mostly 57.5 µM), for inactives: at the top dose activity change, negative = inhibition, usual class: inhibitors | actives 0.036% (n = 280,000); active = well fitted inhibition curve with a large enough effect in the signal ratio, with a control signal flat, not every such curve was filed as active; inconclusive = small, poorly fitted or top-dose-only effect, or effect the other way, or a change in a side signal; inactive = no such curve, though single readings can be large or run the other way; the % refers to the signal ratio; also: % is scaled to controls: 0 for no effect and ±100 for the full control effect
Target sequence (Q9NR56 whole entry, looked up): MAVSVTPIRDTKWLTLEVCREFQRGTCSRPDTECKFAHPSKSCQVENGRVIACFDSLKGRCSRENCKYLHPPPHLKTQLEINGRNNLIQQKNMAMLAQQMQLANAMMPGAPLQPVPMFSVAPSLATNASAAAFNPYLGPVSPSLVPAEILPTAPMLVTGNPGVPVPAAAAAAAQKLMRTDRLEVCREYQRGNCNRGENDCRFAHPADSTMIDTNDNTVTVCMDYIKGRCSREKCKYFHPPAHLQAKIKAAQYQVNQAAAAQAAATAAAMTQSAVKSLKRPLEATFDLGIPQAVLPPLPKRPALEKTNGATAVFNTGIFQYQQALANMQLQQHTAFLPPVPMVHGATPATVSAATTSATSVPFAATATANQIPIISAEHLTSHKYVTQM
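Ratiometric TR-FRET (665 over 545 nm, excitation 340 nm) tracks disruption of MBNL1-His/biotin-(CUG)12 complex after 60 min at room temperature, with compounds at 92 nM to 58 uM final.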
p53 reactivation = re-activators of mutant p53 | H1299 p53-A138V BP100-luciferase reporter, luminescence, 24 h | Potency, µM (top dose mostly 92.2 µM), for inactives: at the top dose activity change, positive = activation, hits mostly activators | actives 0.063% (n = 320,000) | AID 504706; also: % of control where 0% means no effect; nearly all actives have a fitted effect of over 45% in size
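H1299 (p53-null), stable ts p53-A138V + BP100-Luc; 1000 cells/well, Opti-MEM/10% FBS; cpd 4 pt, 1:5; 24 h, 37 deg C, 5% CO2; detection reagent 10 min RT; luminescence.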
* = called active by the depositor; ? = inconclusive; nt = not tested or not shown; & = joins results of further samples; [ ] = another dose, or the depositor's remark. Unless noted, calls follow the shape of the dose curve; as a rule, active = well fitted curve in the direction sought with a large enough effect; inconclusive = small, poorly fitted or top-dose-only effect, or another doubt; inactive = no such curve, though single readings can be large; an effect the other way counts as inactive or inconclusive. Potency is read from the fitted curve at half-maximal effect.

SMILES	uPA generation	NPC1 prom act	RORg inh	BRCA1 expr up	Rab9 promoter act	VP16 counter	ELG1 genotox	FLuc counter	MBNL1 CUG block	p53 reactivation
CN1C(=S)SC(N2OC3C(=O)N(c4ccccc4)C(=O)C3C2c2ccc(Cl)cc2)C1(C)C (stereo unspecified)	0%	-5%	33%	-23%	-3%	1%	-1%	5%	0%	11%
Cc1ccc(C(=O)N/C(=C\c2cn(S(=O)(=O)N(C)C)c3ccccc23)C(=O)NCCN2CCOCC2)cc1	-11%	2%	19%	0%	-8%	-2%	0%	6%	12%	5%
CCCN1C(=O)/C(=C/c2c(NCCCOC(C)C)nc3c(C)cccn3c2=O)SC1=S	-1%	1%	11%	-7%	2%	-5%	3%	5%	-2%	-7%
CC(C)C(=O)Nc1nnc(SCC(=O)N2c3ccccc3CC2C)s1 (stereo unspecified)	-2%	1%	35%	0%	-4%	-10%	0%	2%	-1%	-5%
Cc1cccc(N(C(=O)CNC(=O)c2ccco2)C(C(=O)NC2CCCC2)c2ccncc2)c1C (stereo unspecified)	-7%	-7%	-18%	-5%	0%	9%	3%	1%	1%	4%
Nc1nc(CSc2nnc(-c3cccc(F)c3)n2-c2ccccc2)nc(N2CCOCC2)n1	2%	-9%	-2%	-22%	-4%	-2%	3%	5%	nt	3%
CC(C)CC(NC(=O)c1ccc(Cl)cc1)C(=O)OCC(=O)c1ccc2c(c1)NC(=O)CO2 (stereo unspecified)	-9%	-12%	11µM*	-88%	-28%	7.1µM*	5%	2%	1%	-13%
Cc1cc(C)c(C(=O)/C=C/c2ccco2)c(=O)[nH]1	-9%	0%	-1%	-41%	-5%	5%	-4%	-5%	0%	7%
CC[C@]12c3[nH]c4cc(-c5ccco5)ccc4c3CCN1C(=O)[C@@H](CC(=O)NCc1ccc(OC)c(OC)c1)C[C@@H]2C(=O)N1CCN(C(=O)C2CC2)CC1	-4%	nt	nt	-21%	nt	nt	0%	nt	nt	-3%
Cc1ccc2c(c1)N(CCCC(=O)NCCCN1CCCCC1)C(=O)CO2	3%	0%	-21%	4%	1%	2%	2%	5%	-13%	nt
CCCc1cc(=O)[nH]c(SCC(=O)N(C)C2CCCCC2)n1	3%	-4%	nt	-13%	1%	nt	1%	3%	nt	-8%
O=C(c1cc2c(=O)n3ccccc3nc2s1)N1CCc2ccccc2C1	nt	0%	32%	nt	-6%	2%	5%	?	?	1%
COc1cccc(NC(=O)CSCC(=O)O)c1	0%	-2%	12%	3%	-2%	-3%	0%	1%	-8%	3%
O=C(CCN1CCCC1)c1cccs1	0%	-4%	6%	-70%	-12%	-1%	1%	-2%	-9%	-20%
CC(C)(C)OC(=O)N1CCC(c2c(C(=O)N3CCN(C4CCCCC4)CC3)cnn2-c2ccccc2)CC1	16%	-5%	2%	2%	-2%	-9%	2%	-2%	-4%	2%
O=C(NCN1CCCCC1)c1cnccn1	4%	4%	1%	-1%	1%	-5%	-3%	0%	2%	-15%
CCN(c1ccccc1)S(=O)(=O)c1ccc(C(=O)N2CC(C)CC(C)C2)cc1 (stereo unspecified)	2%	-7%	nt	-19%	0%	nt	?	0%	nt	-4%
CCOc1ccc(N(CC(=O)NCc2ccc(OC)cc2)C(=O)CCC(=O)Nc2nccs2)cc1	-6%	-3%	13%	-26%	-1%	3%	-3%	1%	2%	0%
Cc1cccc(OCC(=O)Nc2ccc3c(C)cc(=O)oc3c2)c1	6%	-1%	15%	17%	-3%	-2%	8%	2%	nt	6%
COc1ccc(C)cc1-n1nnnc1SCC(=O)NC(=O)NCc1ccco1	-2%	0%	-2%[0.365 µM]	-8%	-3%	nt	0%	4%	-3%	-4%
CCOC(=O)c1ccccc1NC(=O)COC(=O)CN1C(=O)NC2(CCCC2)C1=O	-5%	-1%	15%	-3%	-1%	4%	5%	1%	-1%	10%
Cc1cc(C)c2sc(N(CCCN(C)C)C(=O)c3ccc(S(=O)(=O)N4CCc5ccccc5C4)cc3)nc2c1	nt	-34%[inhibitor]	nt	nt	-34%[inhibitor]	nt	?	5%	nt	?
C#CC(CC)(CC)NC(=O)c1nn(-c2ccccc2Cl)c(C)cc1=O	-1%	-1%	39%	-20%	2%	2%	0%	2%	-1%	-13%
NCCNc1ccc(C(=O)N2c3ccccc3Sc3ccccc32)cc1[N+](=O)[O-]	-8%	7%	?	-75%[inhibitor]	1%	-28%	-1%	4%	?	nt
COc1ccc(S[C@@H](CCN2CC[C@H](C)CCC2=O)c2ccccc2)cc1	-1%	-2%	nt	-9%	-1%	nt	-2%	-23%	nt	22%

Random excerpt: 2 records from the list.
SMILES	uPA generation	NPC1 prom act	RORg inh	BRCA1 expr up	Rab9 promoter act	VP16 counter	ELG1 genotox	FLuc counter	MBNL1 CUG block	p53 reactivation
Cc1cccc(OCC(=O)Nc2ccc3c(C)cc(=O)oc3c2)c1	6%	-1%	15%	17%	-3%	-2%	8%	2%	nt	6%
CCN(c1ccccc1)S(=O)(=O)c1ccc(C(=O)N2CC(C)CC(C)C2)cc1 (stereo unspecified)	2%	-7%	nt	-19%	0%	nt	?	0%	nt	-4%

Other results
SMILES	uPA generation	NPC1 prom act	RORg inh	BRCA1 expr up	Rab9 promoter act	VP16 counter	ELG1 genotox	FLuc counter	MBNL1 CUG block	p53 reactivation
Cn1cccc1/C=C1/SC(=S)N(CC(=O)O)C1=O	-11%	1%	-1%	-7%	-2%	14%	0%	?	?	4%
CN(C)N1C(N)=C(C#N)C(c2ccccc2)C2=C1CC(C)(C)CC2=O (stereo unspecified)	-1%	-7%	1%	-9%	3%	-15%	-1%	0%	-4%	4%
C=CCn1cnnc1SCC(=O)N(C)CC1COc2ccccc2O1 (stereo unspecified)	-1%	nt	nt	-6%	nt	nt	-2%	nt	nt	-4%
CCN1CCN(S(=O)(=O)c2c[nH]c(C(=O)OC)c2)CC1	-5%	-2%	1%	-2%	-3%	-14%	5%	1%	0%	nt
COc1cccc(/C=N/NC(=O)C(=O)NCc2ccco2)c1OC	3%	-5%	14%	13%	0%	3%	1%	-2%	nt	-3%
O=C(c1ccccn1)N1CCN(S(=O)(=O)c2cccc(Br)c2)CC1	-1%	-1%	nt	-4%	2%	nt	0%	nt	nt	-2%
O=C(CC12CC3CC(CC(C3)C1)C2)N1CCN(S(=O)(=O)c2cccs2)CC1	-6%	-4%	-16%	-21%	-2%	-22%	-12%	5%	-5%	0%
CC(C)CCNC(=O)c1onc(CSc2ccc(F)c(F)c2)c1C(=O)NCCC(C)C	6%	-3%	7%	-4%	-13%	-6%	-2%	-1%	-5%	5%
Cc1nc(C)n(C(C)CNC(=O)c2ccccc2)n1 (stereo unspecified)	1%	0%	-17%	-2%	1%	-5%	-1%	0%	-5%	9%
CN1C(=O)[C@@H]2C[C@@]3([C@@]45C[C@H]6C(=O)N(C)[C@@H](Cc7ccccc7)C(=O)N6[C@@H]4Nc4ccccc45)c4ccccc4N[C@H]3N2C(=O)[C@@H]1Cc1ccccc1	-3%	-2%	nt	-3%	-2%	nt	-4%	4%	nt	-3%
NC(=S)N=Nc1c(O)n(CCCl)c2ccc(Cl)cc12	-3%	-1%	0.79µM*	-56%	-6%	3.5µM*	-13%	-1%	?	-3%
Cn1nc(C2CC2)cc1NC(=O)CC(CC(=O)O)c1ccccc1 (stereo unspecified)	3%	-6%	-6%	-21%	-8%	6%	1%	-1%	-4%	-1%
COc1cc(C(=O)Nc2ccccc2C2COC(=O)C2=N)cc(OC)c1OC (stereo unspecified)	-1%	0%	-8%	1%	-1%	-9%	-3%	2%	3%	-13%
NC(=O)c1ccc(NC(=O)CCC(=O)N2CCN(S(=O)(=O)c3ccc(Cl)cc3)CC2)cc1	13%	-1%	9%	2%	12%	-6%	1%	1%	-7%	3%
COc1ccc(S(=O)(=O)NCc2nc3nc(C)cc(C)n3n2)cc1OC	8%	-6%	-11%	-4%	2%	4%	7%	0%&-2%	6%	11%
Cc1cc(C)cc(N(C(=O)c2csnn2)C(C(=O)NC(C)(C)C)c2cccnc2)c1 (stereo unspecified)	-2%	-2%	-7%	8%	11%	-5%	1%	-1%	2%	-3%
COc1ccccc1C(CCNCc1ccccc1)c1ccc(OC(C)C)cc1 (stereo unspecified)	-18%	-2%	?	-63%	1%[1.84 µM]	-19%	-4%	0%	0%	8%
CC(NC(=O)c1cc2c(=O)n3ccccc3nc2n(CC2CCCO2)c1=N)c1ccccc1 (stereo unspecified)	-16%	1%	0%	-21%	2%	-2%	-7%	-1%	?	2%
CCC(NC(=O)c1ccc2nc(Cc3ccc(OC)cc3)oc2c1)c1ccncc1 (stereo unspecified)	7%	-19%	22%	-34%	-28%	?	-6%	-3%	5%	0%
CCC(CC)c1nnc(NC(=O)c2cc(-c3ccccc3)nc3ccccc23)s1	4%	0%	10µM*	-21%	-2%	11µM*	-6%	2%	9%	18%
COc1ccc(N2C(=S)NC3N2C(=S)NC3(C)c2ccccc2)cc1 (stereo unspecified)	6%	29%	-7%	?	4µM*	-14%	?	?	nt	?
O=C1C2C3C=CC(C4CC34)C2C(=O)N1/N=C/c1ccc(-c2ccc([N+](=O)[O-])cc2)o1 (stereo unspecified)	-2%	0%	0%	-1%	-2%	-12%	4%	-5%	?	0%
